KB-3-1 cytotox = KB-3-1 parental cell cytotoxicity; AID 1347075; Potency, µM (top dose mostly 46.1 µM), for inactives: top-dose activity change, negative = cytotoxic, actives largely listed as cytotoxic; 1.4% of 400,000 active; KB-3-1 viability, CellTiter-Glo ATP luminescence, 72 h; note: % is set by controls: 0 for no effect and ±100 for the full control effect; nearly all actives have a fitted effect of over 60% in size
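Here the drug-naive KB-3-1 line serves as comparator for MDR sub-line selectivity; cells received compound titrations, 72 h at 37 °C, then CellTiter-Glo readout.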
KB-V1 cytotox = KB-V1 MDR subline cytotoxicity; Potency, µM (highest dose often 46.1 µM), for inactives: at the top dose activity change, negative = cytotoxicity, actives largely listed as cytotoxic; 3.4% of 400,000 active; AID 1347076; KB-V1 MDR cells viability, CellTiter-Glo, 72 h; note: % is set by controls: 0 for no effect and ±100 for the full control effect; nearly all actives have a fitted effect of over 60% in size
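KB-V1 cells (P-gp-expressing MDR subline of KB-3-1) in phenol-red-free DMEM with 10% FBS were exposed to library compounds over a concentration series for 72 h at 37 degrees C. Viability read by CellTiter-Glo luminescence; concentration-effect curves fitted after normalization.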
HEK293 tox = cytotoxicity counter-screen for GLP-1 receptor inverse agonists. HEK293 cAMP-luciferase reporter cells, luminescence, 24 h. Potency, µM (series often up to 38.3 µM), for the others: at the top dose activity change, negative = inhibition, hits mostly inhibitors. 0.13% of 410,000 active. AID 624418;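 note: loss of luciferase light is scored as toxicity; % is set by controls: 0 for no effect and ±100 for the full control effect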
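A 23 nL compound transfer followed 12 hours of cell culture at 37 deg C; exposure then lasted 24 hr. Luciferase assay detection reagent was dispensed and plates read for luminescence after a 12 min room-temperature wait.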
TDP43 rescue = TDP-43 toxicity inhibition in yeast | TDP-43 expressing yeast growth rescue, BacTiter-Glo, 24 h | Potency, µM (top dose mostly 46.1 µM), inactives show at the highest dose growth rescue (activation), usual class: activators | 1.8% of 410,000 active | AID 652104; note: % of control where 0% means no effect; nearly all actives have a fitted effect of over 50% in size
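Readout is BacTiter-Glo luminescence of cell growth, so inhibitors register as activators. TDP-43-expressing yeast at OD600=0.02 in galactose medium, after raffinose pregrowth to mid-log, were incubated with compound for 24 hr at 30 deg C.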
GLP1R inv ag = GLP-1 receptor (human) inverse agonism | P43220 | Potency, µM (highest dose often 38.3 µM), for inactives: at the highest dose activity change, negative = inhibition, hits mostly inhibitors | HEK293 GLP-1R CRE-luciferase, luminescence, 24 h; GLP-1R form is constitutively active | 1.6% of 410,000 active | AID 624417; note: % is set by controls: 0 for no effect and ±100 for the full control effect; nearly all actives have a fitted effect of over 55% in size
Target sequence (P43220 whole entry, looked up): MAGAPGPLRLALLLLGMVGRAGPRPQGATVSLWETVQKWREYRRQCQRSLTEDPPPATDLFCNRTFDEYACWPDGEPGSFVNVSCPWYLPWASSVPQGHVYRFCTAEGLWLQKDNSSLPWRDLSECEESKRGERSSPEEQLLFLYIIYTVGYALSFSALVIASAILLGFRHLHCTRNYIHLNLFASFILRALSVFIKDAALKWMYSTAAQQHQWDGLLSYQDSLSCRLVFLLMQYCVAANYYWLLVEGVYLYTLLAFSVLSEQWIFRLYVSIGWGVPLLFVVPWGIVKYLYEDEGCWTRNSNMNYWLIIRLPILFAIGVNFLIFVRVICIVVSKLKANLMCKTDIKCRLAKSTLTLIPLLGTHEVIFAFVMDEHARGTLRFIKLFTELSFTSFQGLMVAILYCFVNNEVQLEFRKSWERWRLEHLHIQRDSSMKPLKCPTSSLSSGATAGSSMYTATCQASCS
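qHTS in 1536-well format: reporter HEK293 cells expressing constitutive GLP-1R activity in DMEM + 10% Nu serum, 24 hr with compounds at 37 deg C, luminescence read after 12 min with detection reagent.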
SW480 rerep = DNA re-replication induction in SW480 cells; SW480 DNA re-replication, Hoechst DNA content imaging, 48 h; Potency, µM (top dose mostly 46.1 µM), without a hit: at the top dose re-replication activation, most hits filed as activators; 1.8% of 340,000 active; AID 624297; note: % of control where 0% means no effect; nearly all actives have a fitted effect of over 55% in size
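Hoechst fluorescence of nuclei (405 nm excitation, 500-530 nm emission) measured by plate-scanning imager after 48 hr compound exposure at 37 C; re-replication scored as increased number of nuclei with elevated intensity.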
GLP1R ag = activates the human GLP-1 receptor. 0.007% of 380,000 active. HEK293 GLP-1R CRE-luciferase, luminescence, 4-6 h; cells express a hypersensitive GLP-1R form. P43220. Potency, µM (series often up to 45.6 µM), without a hit: at the top dose activation, hits mostly activators; note: % of control where 0% means no effect
HT1080 IDH1KD tx = toxicity to HT-1080 IDH1 knockdown cells (counter line). AID 686971. Potency, µM (highest dose often 46.1 µM), inactives show at the highest dose activity, negative = toxicity, actives largely listed as cytotoxic. 2% of 360,000 active. HT-1080 IDH1 knockdown viability, ATP luminescence, 48 h;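 note: 0% = DMSO wells and -100% = cell-free medium wells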
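Cytotoxicity counter-line: IDH1KD HT-1080, 48 h, CellTiter-Glo. Curves classed by r2, magnitude and activity.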
HT1080NT lethal = kills 2HG-producing HT-1080-NT fibrosarcoma cells; HT-1080-NT fibrosarcoma viability, CellTiter-Glo ATP luminescence, 48 h; Potency, µM (top dose mostly 46.1 µM), for inactives: at the top dose activity, negative = less viability, most hits filed as cytotoxic; 1.6% of 360,000 active; AID 686970;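 note: NT is the 2HG producing partner of a matched IDH1 knockdown line; 0% = DMSO-treated cells and -100% = media-only wells without cells; nearly all actives have a fitted effect of over 55% in size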
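Toxicity toward the 2HG-producing NT line was scored as %Activity, normalised to DMSO and no-cell wells, from CellTiter-Glo luminescence after 48 hours' treatment.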
* = called active by the depositor; ? = inconclusive; · = no result given; & = joins results of further samples; [ ] = remark or other dose. Calls come from the whole dose curve; as a rule, active = well fitted curve in the direction sought with a large enough effect; inconclusive = small, poorly fitted or top-dose-only effect, or another doubt; inactive = no such curve, though single readings can be large; an effect the other way counts as inactive or inconclusive. Potency is the fitted concentration of half-maximal effect.

1	C[C@H](CO)N1C[C@H](C)[C@@H](CN(C)Cc2ccc(-c3ccccc3)cc2)Oc2ncc(C#C[C@@H](C)O)cc2C1=O
2	CC(C)CCN1CCN(Cc2nc(-c3ccccc3)cs2)CC1CCO (stereo not given)
3	N#CC(c1ccc([N+](=O)[O-])cc1)C(CC(=O)c1ccccc1)c1ccccc1 (stereo not given)
4	COC(=O)c1ccc(N2NC(=O)/C(=C/c3cc(OC)c(O)c(OC)c3)C2=O)cc1
5	CS(=O)(=O)N(CC(=O)N/N=C/c1ccccn1)c1ccc(Oc2ccccc2)cc1
6	CC(C)N1C(=O)CCC1C(=O)O (stereo not given)
7	O=C1N=c2ccccc2=C1c1sc(=S)n(NC(=O)c2ccccc2)c1O
8	O=C(c1ccccc1Cl)N1c2ncnn2C2(CCCCC2)[C@@H]2CCCC[C@@H]21
9	O=C(CCNC(=O)c1ccc(Cl)cc1)NCC(c1ccco1)N1CCCCC1 (stereo not given)
10	CC1CCCCC1NC(=O)CSc1nnc(C(F)(F)F)n1C (stereo not given)

Assay by compound	1	2	3	4	5	6	7	8	9	10
KB-3-1 cytotox	-3%	?	-3%	3%	0%	-2%	9%	2%	-12%	5%
KB-V1 cytotox	-20%	?	?	-3%	6%	?	0%	-10%	-7%	-1%
HEK293 tox	?	-4%	4%	-28%	2%	14%	-13%	-13%	-14%	3%
TDP43 rescue	20%	-33%[inhibitor]	-12%	-21%	-7%	13%	-8%[1.82 µM]	7%	6%	1%
GLP1R inv ag	?	?	11µM*	?	11%	6%	18%	-24%	?	-4%
SW480 rerep	·	?	1%	2%	0%	1%	2%	·	-62%[inhibitor]	·
GLP1R ag	4%	7%	9%	1%	-1%	3%	-1%	·	10%	-6%
HT1080 IDH1KD tx	-23%	-9%	-4%	14%	-6%	14%	-3%	·	10%	0%
HT1080NT lethal	-23%	-6%	-7%	17%	-6%	16%	-11%	·	3%	1%

Look-ups from the results shown.
HEK293 tox with cpd 7 stands at -13%
KB-V1 cytotox with cpd 5 stands at 6%
HEK293 tox with cpd 10 stands at 3%
TDP43 rescue with cpd 8 stands at 7%
TDP43 rescue with cpd 2 stands at -33%[inhibitor]
HT1080NT lethal with cpd 6 stands at 16%
KB-3-1 cytotox with cpd 9 stands at -12%

6 entries from above in a different format.
no.	molecule	KB-3-1 cytotox	KB-V1 cytotox	HEK293 tox	TDP43 rescue	GLP1R inv ag	SW480 rerep	GLP1R ag	HT1080 IDH1KD tx	HT1080NT lethal
4	COC(=O)c1ccc(N2NC(=O)/C(=C/c3cc(OC)c(O)c(OC)c3)C2=O)cc1	3%	-3%	-28%	-21%	?	2%	1%	14%	17%
5	CS(=O)(=O)N(CC(=O)N/N=C/c1ccccn1)c1ccc(Oc2ccccc2)cc1	0%	6%	2%	-7%	11%	0%	-1%	-6%	-6%
6	CC(C)N1C(=O)CCC1C(=O)O (stereo not given)	-2%	?	14%	13%	6%	1%	3%	14%	16%
7	O=C1N=c2ccccc2=C1c1sc(=S)n(NC(=O)c2ccccc2)c1O	9%	0%	-13%	-8%[1.82 µM]	18%	2%	-1%	-3%	-11%
8	O=C(c1ccccc1Cl)N1c2ncnn2C2(CCCCC2)[C@@H]2CCCC[C@@H]21	2%	-10%	-13%	7%	-24%	·	·	·	·
9	O=C(CCNC(=O)c1ccc(Cl)cc1)NCC(c1ccco1)N1CCCCC1 (stereo not given)	-12%	-7%	-14%	6%	?	-62%[inhibitor]	10%	10%	3%

Remaining list, next part:
11	Cc1cccc(-c2nnc(SCC(=O)N3CCCCC3)o2)c1
12	O=S(=O)(NCc1ccc(F)cc1)c1cc(Br)ccc1Br
13	COc1ccc(C(=O)Cn2c(=O)oc3ccc(C)cc32)cc1
14	COc1ccccc1NCC(=O)NC(=O)NC1CCCCC1
15	CCN(CC)C(=O)Cn1cc(C(=O)C(=O)N2CCN(Cc3ccc4c(c3)OCO4)CC2)c2ccccc21
16	O=C(NCCC1=CCCCC1)c1cc(S(=O)(=O)N2CCOCC2)ccc1Cl
17	C=C(C)c1cccc(C(C)(C)NC(=O)NCc2ccc(OC)cc2)c1
18	COc1cc(OC)cc(C(=O)NCC(=O)OCc2csc(-c3ccccc3)n2)c1
19	CC(=O)c1ccc(N2CCN(c3ccc(NC(=O)c4ccc(F)cc4)cc3C(=O)O)CC2)cc1
20	CC(C)Cn1c(N)c(C(=O)COC(=O)CCc2nc3ccccc3s2)c(=O)n(C)c1=O

Assay by compound	11	12	13	14	15	16	17	18	19	20
KB-3-1 cytotox	-14%	8%&-6%	1%	2%	-9%	9%	15%	2%	13%	-11%
KB-V1 cytotox	3%	2%&-26%	12%	-1%	?	0%	27%	2%	9%	-10%
HEK293 tox	-10%	8%	2%	-10%	-10%	-8%	5%	2%	2%	-6%
TDP43 rescue	29%	?	0%	-6%	10%	-4%	1%	?	19%[9.22 µM]	·
GLP1R inv ag	5%	?	-11%	?	-4%	?	-17%	9%	14%	?
SW480 rerep	·	-5%	-15%	-14%	-3%	-33%[inhibitor]	1%	4%	·	-4%
GLP1R ag	·	12%	0%	17%	-4%	17%	6%	1%	·	-3%
HT1080 IDH1KD tx	·	13%	6%	-2%	9%	-6%	1%	0%	·	-19%
HT1080NT lethal	·	14%	-1%	-16%	16%	0%	7%	6%	·	-20%

21	CCn1cc(CN2CCC(n3nccc3NC(=O)c3ccccc3C)CC2)c(C)n1
22	CCN(CCCNC(=O)CCC(=O)N1CCOc2ccccc21)Cc1ccccc1
23	Nc1cccc(-n2nnnc2CN2CCOCC2)c1
24	O=C(Nc1ccc(-c2nc3cc(NC(=O)c4ccccc4Cl)ccc3o2)cc1)c1ccccc1Cl
25	CCOC(=O)CSc1nccc(N(C)C)c1C#N
26	CC(=O)c1cccc(NC(=O)CNC(=O)c2sc3ccccc3c2Cl)c1
27	Cc1cccc(C(C)(C)C)c1OCCCCN1CCCC1
28	Cc1cc(C)n(-c2nc3ccccc3nc2N2CCN(S(=O)(=O)c3ccc4ccccc4c3)CC2)n1
29	CN(C)CCn1c2c(c(SCC(=O)NCc3ccccc3)nc1=O)CCC2
30	COc1ccccc1CNc1cc(CSc2ccc(Cl)cc2)nc(C)n1

Assay by compound	21	22	23	24	25	26	27	28	29	30
KB-3-1 cytotox	·	-1%	4%	-10%	10%	-25%	0%	1%	-1%	?
KB-V1 cytotox	·	0%	11%	-15%	-1%	-18%	1%	?	26%	15µM*
HEK293 tox	-1%	0%	-10%	-2%	2%	8%	-32%	8%	6%	-6%
TDP43 rescue	0%	17%	-3%	-11%	12%	26%	-8%	-12%	20%	6%
GLP1R inv ag	5%	-15%	6%	3%	5%	-3%	?	?	-12%	?
SW480 rerep	5%	-5%	-3%	·	1%	?	0%	?	-3%	10%
GLP1R ag	5%	-6%	-3%	·	14%	-5%	-7%	3%	10%	-4%
HT1080 IDH1KD tx	2%	1%	16%	·	9%	?	?	1%	11%	?
HT1080NT lethal	-1%	4%	17%	·	12%	?	-20%	18%	-2%	?

31	CCC(C)NS(=O)(=O)c1ccc(NS(=O)(=O)c2ccc(F)cc2)cc1 (stereo not given)
32	CN(C(=O)c1cccc(Nc2ccc(-c3ccc4c(c3)OCCO4)nn2)c1)C1CCCCC1
33	CC(=O)N(C1CC(C)C(C#N)(C#N)C1(C#N)C#N)N(C)C (stereo not given)
34	CCOc1ccc(C(=O)CC(C(=O)O)N2CCCCC2)cc1 (stereo not given)
35	C/C(CC(=O)Nc1ccc(Cl)cn1)=N\NC(=O)Cc1cccs1
36	COCc1c(C(=O)N/N=C\c2ccccn2)nnn1-c1nonc1N
37	Cn1c(=O)c2c(=O)cc(NNC(=O)C(C)(C)C)[nH]c2n(C)c1=O
38	Cc1ccc2c(c1)[nH]c1c(=O)n(CCN3CCNCC3)cnc12
39	CCO/C=C1/C(=O)N(C)C(=O)c2cc(OC)ccc21
40	Cc1ccc2[nH]cc(CCNC(=O)C3CCCO3)c2c1 (stereo not given)

Assay by compound	31	32	33	34	35	36	37	38	39	40
KB-3-1 cytotox	-6%	?	12%	?	9%	-8%	2%	23%	1%	-17%
KB-V1 cytotox	16%	?	4%	6%	26%	27%	10%	3%	2%	-13%
HEK293 tox	11%	?	?	-20%	-3%	14%	-2%	14%	0%	-3%
TDP43 rescue	-6%	22%	24%	35µM*	-7%	10%	-37%[inhibitor]	-22%	13µM*	-10%
GLP1R inv ag	0%	?	?	?	-6%	2%	2%	-34%	-13%	13%
SW480 rerep	-5%	14%	9%	?	3%[9.22 µM]	-6%	-4%	?	-6%	1%
GLP1R ag	11%	-24%	-3%	-8%	14%	4%	-23%	6%	4%	5%
HT1080 IDH1KD tx	11%	15µM*	?	?	0%	-9%	11%	-13%	13%	-1%
HT1080NT lethal	4%	?	-16%	?	-15%	-3%	16%	-5%	20%	-2%

41	Cc1ccc(C(=O)C(C)OC(=O)c2nc(Cl)ccc2Cl)cc1 (stereo not given)
42	Cc1ccccc1-c1nn(-c2ccc(F)cc2F)cc1CNCCN(C)C
43	O=C1c2ccccc2C(=O)N1CCSc1ccccc1
44	CCN(c1ccccc1)S(=O)(=O)c1ccc(NC(=O)c2cc(=O)c3cc(C)cc(C)c3o2)cc1
45	COc1ccc(N(C(=O)Cc2cccs2)C(C(=O)NC2CCCC2)c2ccncc2)cc1OC (stereo not given)
46	COc1ccc(C(C(=O)NC2CCCC2)n2c(-c3cccs3)nc3ccccc32)cc1 (stereo not given)
47	CC(C)CN1CC(COCc2ccccc2)Oc2ccccc2S1(=O)=O (stereo not given)

Assay by compound	41	42	43	44	45	46	47
KB-3-1 cytotox	-17%	-24%	8%	6%	14%	0%	0%
KB-V1 cytotox	?	?	8%	0%	-21%	?	0%
HEK293 tox	0%	-3%	-5%	-10%	12%	-8%	32%[activator]
TDP43 rescue	8%	4%[9.22 µM]	0%	22%	3%	16%	0%
GLP1R inv ag	5%	?	6%	5%	9%	-25%	?
SW480 rerep	4%	-7%	7%	·	0%	·	8%
GLP1R ag	-2%	6%	-1%	·	4%	·	6%
HT1080 IDH1KD tx	-5%	-21%	2%	·	1%	-3%	-7%
HT1080NT lethal	-6%	-4%	24%	·	3%	-1%	-4%
